LYP phosphatase – inhibitors of LYP phosphatase, biochemical, fluorescence intensity, uHTS (AID 1779); recombinant LYP phosphatase, fluorescence intensity; higher % means a stronger effect; one-dose inhibition, % at 11.5 µM; IC50 in µM for titrated hits; Tyrosine-protein phosphatase non-receptor type 22 (Homo sapiens); 290,000 tested, 0.054% active; in the data active = inhibition above about 50%;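 note: plate controls were vehicle with enzyme for no effect and no enzyme for full effect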
T cell HTS – modulators of CD8 T cell-vesicle binding, primary screen, mouse 2C CD8+ T cells, flow cytometry; 2C CD8+ T cell-vesicle binding; hits give low values; calls only at 7 µM; 330,000 tested, 0.068% active;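 active = response, share of CD8 T cells binding vesicles, and their 90th percentile fluorescence all below set limits, cut at about 80% in these data, passing the limit was not always enough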
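incubation = binding step 1.5 h, 37 °C, antibody labelling 20 min, ice | test system = 2C mouse CD8+ T cells | read-out basis = percent CD8+ FL2 mean versus row control | controls = Peptide-free naked vesicles (low) and QL9 vesicles with 0.7% DMSO vehicle (high) | detection = flow cytometry of vesicle-bound cells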
NTR1 agonist – agonists of NTR1, primary screen, imaging, U2OS cells, beta-arrestin-GFP, high content (AID 493036); 330,000 tested, 0.17% active; Neurotensin receptor type 1 (Homo sapiens), P30989; NTR1-U2OS beta-arrestin-GFP spot imaging, agonist mode; activation, % at 20 µM;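 active = activation at or above 40% of the spot to cytoplasm intensity ratio, with at least 20 cells analyzed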;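 note: 0% = DMSO without peptide and 100% = 100 nM NTR1 peptide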
Target sequence (P30989 whole entry, looked up): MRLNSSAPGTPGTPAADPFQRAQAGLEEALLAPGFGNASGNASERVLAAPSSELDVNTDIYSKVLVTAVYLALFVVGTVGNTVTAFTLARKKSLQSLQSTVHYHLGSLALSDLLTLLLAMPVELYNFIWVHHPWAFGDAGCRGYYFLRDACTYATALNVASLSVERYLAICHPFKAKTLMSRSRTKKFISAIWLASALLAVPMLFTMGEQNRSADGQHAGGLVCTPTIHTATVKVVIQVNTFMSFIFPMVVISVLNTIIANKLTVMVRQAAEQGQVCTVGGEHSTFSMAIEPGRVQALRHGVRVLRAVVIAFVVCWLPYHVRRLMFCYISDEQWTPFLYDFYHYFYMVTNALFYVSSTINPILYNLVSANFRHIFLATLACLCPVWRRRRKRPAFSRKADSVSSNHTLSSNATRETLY
Lipid droplet – inhibitors of hepatocyte lipid droplet formation, primary screen, imaging, high-throughput imaging, BODIPY stain; inhibition, % at 6.5 µM; 240,000 tested, 0.4% active; AML12 mouse hepatocytes, oleate lipid droplets;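 active = lipid droplet intensity inhibited by at least 50%, with more than 500 cells counted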
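Technique: fluorescence imaging, 20x objective, two fields per well / Assay system: AML12 hepatocytes (mouse) / Measure: % inhibition of lipid droplet signal / Doses: 6.5 µM single-point dosing / Incubation: overnight exposure / Reagent: 100 µM oleic acid challenge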
Large T inhibition – SV40 large T antigen inhibitors, biochemical (AID 1903) | inhibition, % at 20 µM, or IC50 in µM where a hit was titrated | SV40 large T antigen ATPase/helicase inhibition assay; higher % means a stronger effect | 310,000 tested, 0.39% active; in the data active = a potency from the dose series; note: strong numbers were not always called active
GPR35 antagonists – GPR35 antagonists blocking zaprinast-driven arrestin recruitment, primary screen, imaging, U2OS, beta-arrestin-GFP, zaprinast agonist (AID 2058) | G-protein coupled receptor 35 (Homo sapiens) | U2OS GPR35 beta-arrestin-GFP translocation imaging, zaprinast antagonism; higher % means a stronger effect | 290,000 tested, 0.052% active | inhibition, % at 10 µM; hits with a dose series show IC50 in µM;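 active = inhibition of at least 50% with at least 30 cells and total cytoplasm GFP at most 10,000,000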
GPR55 antagonists – GPR55 antagonists blocking LPI-driven arrestin recruitment, primary screen, imaging, U2OS, beta-arrestin-GFP, LPI agonist (AID 2013); 290,000 tested, 0.13% active; U2OS GPR55 beta-arrestin-GFP translocation imaging, LPI antagonism; higher % means a stronger effect; G-protein coupled receptor 55 (Homo sapiens); inhibition, % at 10 µM; hits with a dose series show IC50 in µM;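 active = spots per cell inhibited over 60%, with over 100 cells counted and total cytoplasm intensity under 500,000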;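 note: U2OS cells stably carrying GPR55 and arrestin-GFP stimulated by 5 µM LPI near EC80; imaged beta-arrestin-GFP aggregate spots per cell after agonist stimulation; plate controls were LPI-stimulated DMSO wells for no effect and DMSO wells without LPI for full effect; some results filed as inactive read as strong as hits; confirmed hits need IC50 under 10 µM and bright autofluorescent wells are also inconclusive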
GPR55 activation – GPR55 agonists via beta-arrestin recruitment, primary screen, imaging, U2OS cells, beta-arrestin-GFP redistribution (AID 1961) | 290,000 tested, 0.048% active | G-protein coupled receptor 55 (Homo sapiens) | U2OS GPR55 beta-arrestin-GFP redistribution imaging; higher % means a stronger effect | activation, % at 10 µM, or EC50 in µM where a hit was titrated;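 active = activation above 40% with more than 50 cells counted in the well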;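 note: U2OS osteosarcoma cells stably expressing GPR55 and beta-arrestin-GFP; plate controls were DMSO negative control for no effect and LPI positive control for full effect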
Rac1 GTP hydrolysis – MgcRacGAP GTPase-activating activity inhibitors, confirmation, biochemical, ADP Hunter fluorescence; Rac GTPase-activating protein 1 (Homo sapiens); MgcRacGAP-stimulated Rac1 GTP hydrolysis, ADP Hunter fluorescence; higher % means a stronger effect; GST-tagged Rac1 F28L mutant substrate; inhibition, % at 30 µM; hits with a dose series show IC50 in µM; 340,000 tested, 0.6% active;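 active = first-screen hits whose inhibition reached a set limit at any dose in the follow-up dose series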;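 note: fluorescence reports GDP produced by GAP-driven GTP hydrolysis; strong numbers were not always called active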
Lipid droplet cells 6.5 µM – further read-out of Lipid droplet, marked with its call; cell count; measured here: cell count, cytotoxicity flag;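 cells counted across two imaged fields per well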
T cell HTS vesicle-bound % – also measured in T cell HTS; calls as there; double positive events, %; measured here: CD8+ vesicle-bound cell fraction;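 binding gate set so that unloaded-vesicle control wells show 10% double positive cells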
NTR1 agonist cell count 20 µM – further read-out of NTR1 agonist, marked with its call; cell count; measured here: cell count, cytotoxicity flag
An asterisk follows results filed as active; i = inactive; x = no result given; & = joins results of further samples.

SMILES	LYP phosphatase	T cell HTS	T cell HTS vesicle-bound %	NTR1 agonist	NTR1 agonist cell count 20 µM	Lipid droplet	Lipid droplet cells 6.5 µM	Large T inhibition	GPR35 antagonists	GPR55 antagonists	GPR55 activation	Rac1 GTP hydrolysis
Cc1ccc(NC(=O)CCNS(=O)(=O)c2ccc3c(c2)CCC(=O)N3)cc1F	-13%	i	16	-3.8	35	5	764	3%	16%	16%	-0.1%	7%
COc1cc(CC(=O)OCc2ccccc2F)cc(OC)c1OC	-7%	i	28	0.3	40	x	x	7%	9%	5%	x	5%
COc1ccccc1C1CC(=O)NC(SCC(=O)Nc2ccccc2)=C1C#N (stereo not given)	-2%	i	36	0.6	88	x	x	2%	14%	-7%	-0.1%	6%
Cc1cc(C(F)(F)F)nc(CCNC(=O)C2CCC(=O)N(Cc3cccc(F)c3)C2)n1 (stereo not given)	-10%	i	67	1.3	49	-13	857	5%	-2%	-6%	-0.1%	7%
COc1cccc(NCc2nnc(SCC(=O)N(C)C3CCS(=O)(=O)C3)n2C2CCCCC2)c1 (stereo not given)	-8%	i	18	0.3	60	-2	860	15%	-3%	18%	-0.1%	8%
CC(=O)c1c(C)[nH]c(C(=O)NCCc2cccc(C)c2)c1C	-7%	i	43	1.4	52	x	x	6%	3%	-3%	0.2%	-2%
CCCn1c(=O)c(C(=O)Nc2ncccc2C)c(O)c2ccccc21	-9%	i	57	0.2	80	-1	740	-1%	45%	0%	0.1%	6%
NC(=O)CC(NC(=O)c1ccc(Br)cc1)c1ccc(N2CCN(c3ccccc3)CC2)c([N+](=O)[O-])c1 (stereo not given)	-13%	i	24	2.7	44	2	763	-3%	-9%	-4%	-0.1%	11%
Cc1ccccc1C(OCC(O)CN1CCN(CCO)CC1)c1ccccc1 (stereo not given)	-8%	i	61	-0.7	52	-3	827	5%	2%	6%	0.0%	80µM*
CCN1CCN(c2ccc(NC(=O)c3ccc([N+](=O)[O-])o3)cc2Cl)CC1	0%	x	x	x	x	-24	674	-7%	-6%	0%	-0.3%	6%
COc1ccc(N/C(N)=N/c2nc(CSc3ccc(Cl)cc3)cc(=O)[nH]2)cc1	-1%	i	9	-0.6	52	25	795	12%	20%	14%	0.3%	2%
CCOC(=O)Cn1nc(-c2ccccc2)c2cnc3ccc(C)cc3c21	-9%	i	18	14	54	-5	758	11%	-4%	9%	-0.3%	6%
O=C(CC(Sc1ccccc1)c1cccs1)c1ccco1 (stereo not given)	-4%	i	37	2.8	44	x	x	-14%	-5%	8%	0.3%	4%
CCN(CC)S(=O)(=O)c1ccc2c(c1)c(=O)c(C(=O)N1CCN(c3ccccc3)CC1)cn2C	7%	i	54	0.8	46	-3	733	-2%	0%	4%	-0.4%	1%
COc1ccccc1NS(=O)(=O)c1cccc(NC(=S)NCCN2CCOCC2)c1	1%	i	52	-0.2	33	-2	626	7%	2%	1%	0.3%	5%
O=C(NCc1ccc(Cl)cc1)C(=O)NCC1CCCN1S(=O)(=O)c1cccs1 (stereo not given)	x	i	35	0.2	68	x	x	23%	x	x	x	7%
CC(C)N(C(=O)CSc1nnc(NC(=O)c2ccco2)s1)C(C)C	4%	i	5	0.3	26	-8	678	-1%	-7%	-18%	-0.3%	4%
Cc1cccc(N(C)Cc2nnc(-c3cccc(Br)c3)o2)c1	-3%	i	6	2.1	48	0	831	-3%	5%	3%	-0.2%	7%
C#CCNC(=O)C1=C[C@H](C)C[C@H](OCc2ccc(CO)cc2)O1	x	i	22	-0.2	50	x	x	9%	x	x	x	8%
c1ccc(COc2ccc(CNn3cnnc3)cc2)cc1	-6%	i	26	-0.5	59	-2	782	6%	-10%	-2%	1.0%	3%
Cc1csc2ncc(C(=O)Nc3ccc4c(c3)OCCO4)c(=O)n12	-4%	i	36	2.4	85	22	604	x	9%	12%	-0.1%	6%
Cc1ccc(NC(=O)CN2CCN(Cc3ccccc3)CC2)cc1Cl	x	i	46	-1.1	42	x	x	16%	x	x	x	12%
Brc1ccc(CSc2nccn2-c2ccccc2)cc1	-3%	i	19	-0.3	68	x	x	5%	-10%	38%	-0.3%	-3%
O=C(CN1CCCC(O)C1)N1c2ccccc2Sc2ccc(C(F)(F)F)cc21 (stereo not given)	-7%	i	28	0.8	48	x	x	2%	26%	2%	-0.2%	11%
CCOC(=O)C1=C(c2ccccc2)N=c2s/c(=C\c3ccc(O)cc3)c(=O)n2C1c1cccs1 (stereo not given)	14%	i	49	4.7	64	x	x	0%	17%	6%	-0.2%	2%

A portion from the list above, for reference:
SMILES	LYP phosphatase	T cell HTS	T cell HTS vesicle-bound %	NTR1 agonist	NTR1 agonist cell count 20 µM	Lipid droplet	Lipid droplet cells 6.5 µM	Large T inhibition	GPR35 antagonists	GPR55 antagonists	GPR55 activation	Rac1 GTP hydrolysis
Cc1ccc(NC(=O)CN2CCN(Cc3ccccc3)CC2)cc1Cl	x	i	46	-1.1	42	x	x	16%	x	x	x	12%
Brc1ccc(CSc2nccn2-c2ccccc2)cc1	-3%	i	19	-0.3	68	x	x	5%	-10%	38%	-0.3%	-3%
O=C(CN1CCCC(O)C1)N1c2ccccc2Sc2ccc(C(F)(F)F)cc21 (stereo not given)	-7%	i	28	0.8	48	x	x	2%	26%	2%	-0.2%	11%
CCOC(=O)C1=C(c2ccccc2)N=c2s/c(=C\c3ccc(O)cc3)c(=O)n2C1c1cccs1 (stereo not given)	14%	i	49	4.7	64	x	x	0%	17%	6%	-0.2%	2%

(more compounds)
SMILES	LYP phosphatase	T cell HTS	T cell HTS vesicle-bound %	NTR1 agonist	NTR1 agonist cell count 20 µM	Lipid droplet	Lipid droplet cells 6.5 µM	Large T inhibition	GPR35 antagonists	GPR55 antagonists	GPR55 activation	Rac1 GTP hydrolysis
O=C(Nc1nc2ccccc2c2nc3ccccc3n12)c1ccc(F)cc1	1%	i	39	14	48	-2	626	11%	-9%	-13%	-0.2%	x
CCC(C)(C(=O)NC1CCCC1)N(C(C)=O)c1ccc(C)cc1 (stereo not given)	-6%	i	12	0.2	92	22	759	-1%	1%	0%	-0.1%	1%
O=C(O)C1(c2ccccc2)CCN(S(=O)(=O)c2ccc(Cl)s2)CC1	2%	i	42	0.1	53	2	750	17%	4%	-2%	-0.1%	12%
O=S(=O)(NCCCN1CCOCC1)c1ccc(Cl)cc1	-4%	i	15	1.6	45	-3	826	-2%	7%	1%	-0.2%	4%
CCOC(=O)C1=C(CS(=O)(=O)c2ccccc2)NC(=O)NC1c1ccccc1OCC (stereo not given)	-7%	i	9	-0.1	85	x	x	1%	-18%	-1%	-0.1%	4%
Cc1ccc(-c2nc(C3CCCN(S(=O)(=O)c4ccc(C)cc4)C3)no2)cc1 (stereo not given)	1%	i	3	1.7	47	x	x	0%	-18%	6%	-0.1%	12%
Cc1ccccc1N1CCN(Cc2c[nH]c3ccccc23)CC1	-7%	i	44	0.7	54	-11	680	13%	8%	-1%	-0.1%	21%
C1CCc2nnc(C3CC3)n2CC1	-2%	i	59	2.7	46	6	656	7%	-16%	8%	-0.2%	4%
CCn1cc(CN2CCC(n3nccc3NC(=O)c3ccc(OC)cc3)CC2)cn1	-11%	i	32	0.4	65	-6	721	6%	-5%	-14%	-0.2%	-12%
CC(C)NC(=O)CN1C(=O)c2ccccc2S1(=O)=O	-4%	i	49	0.6	37	6	693	26%	18%	14%	-0.1%	5%
Cc1cccc(C(=O)OC(C)C(=O)NC2CCCc3ccccc32)c1O (stereo not given)	x	i	55	1.0	61	x	x	7%	x	x	x	-2%
COc1cccc(/C=C/c2ccncc2)c1OC	-7%	i	43	-0.4	63	x	x	18%	3%	35%	-0.1%	7%
COc1ccc(-n2nc3c(N4CCC(C(=O)NCCc5ccco5)CC4)nnc(C)c3c2C)cc1	-6%	i	41	3.7	65	-6	717	10%	-6%	15%	0.3%	10%
CC(C)CNc1oc(-c2ccccc2Cl)nc1C#N	-3%	i	51	-0.2	74	-3	677	-2%	-14%	3%	-0.2%	-2%
COc1cccc(N2CC(C(=O)OC(C)C(=O)c3ccccc3)CC2=O)c1 (stereo not given)	0%	i	32	-0.7	83	4	737	6%	0%	2%	-0.1%	-6%
Cc1ccc(CNC(=O)C2CC(=O)OC23CCCC3)c(C)c1 (stereo not given)	-3%	i	17	-1.2	79	-4	786	3%	3%	-6%	-0.1%	-5%
C/C(N)=C(/C#N)C(=O)CSc1nc(C2CCCCC2)n(-c2ccccc2)n1	5%	i	55	2.6	79	x	x	9%	-18%	3%	0.9%	6%&3%
CCOC(=O)/C(=N\Nc1ccccc1Cl)N(C)C1CCCCC1	-4%	i	13	1.6	45	2	696	7%	-7%	4%	0.5%	6%
CCOC(=O)Cn1nc(C)c(NC(=O)COc2ccccc2)c1C	-13%	i	50	4.6	89	-2	705	7%	-7%	13%	0.2%	3%
CCOC(=O)N1CCN(C(=O)c2cc(COc3ccc(OC)cc3Cl)on2)CC1	-2%	i	23	1.4	66	-4	894	-4%	-2%	3%	-0.1%	0%
Cc1cc(C)c2nc(N(CCN(C)C)C(=O)c3ccc4ccccc4c3)sc2c1	-12%	i	26	2.0	72	-36	778	24%	-16%	-7%	-0.2%	6%
CCCN1C(=O)c2ccc(C(=O)NC3=NCCS3)cc2C1=O	-8%	i	45	0.2	49	-20	677	-3%	21%	8%	-0.2%	9%
Cc1cccc(OCC(=O)Nc2ccc(N3CCN(C(=O)c4ccco4)CC3)cc2)c1C	-7%	i	48	6.2	53	-8	690	6%	-9%	7%	0.2%	9%
CCN(CC)C(=O)CSc1nnc([C@H](Cc2c[nH]c3ccccc23)NC(=O)OC(C)(C)C)o1	2%	i	13	0.1	71	x	x	10%	15%	18%	0.3%	8%
CC(c1ccccc1)n1cc(C(=O)NCC2CCCO2)nn1 (stereo not given)	3%	i	33	0.6	65	0	779	0%	17%	-4%	-0.2%	6%
COc1ccc(/C=C(\NC(=O)c2ccc(OC)cc2)C(=O)N2CCCCC2)cc1	-10%	i	62	0.3	58	-1	814	12%	-16%	-7%	-0.2%	2%
